All columns: NCI-60 one-dose screen, growth in % after 48 h at 10 µM unless noted; 100 = growth as untreated, 0 = no growth, -100 = all killed.
SK-MEL-5 = SK-MEL-5 melanoma. AID 1794755. 6.4% of 80,000 active
SK-MEL-2 = SK-MEL-2 melanoma | 4.7% of 77,000 active
MDA-MB-435 = MDA-MB-435 melanoma; 7.8% of 82,000 active
HS 578T = HS 578T breast cancer | 4.1% of 78,000 active
T-47D = T-47D breast cancer; 5% of 79,000 active
SK-MEL-28 = SK-MEL-28 melanoma | AID 1794761 | 4.1% of 81,000 active
BT-549 = BT-549 breast cancer | 4.4% of 78,000 active
LOX IMVI = LOX IMVI melanoma; AID 1794757; 7.4% of 79,000 active
* marks the source's active call; other numbers are inactive results; . = no result given. How the source made its calls: active means growth percent below 10; inactive means the rest. Hits appear at their usual frequency. About 12% of those tested had a hit in this group.

SMILES	SK-MEL-5	SK-MEL-2	MDA-MB-435	HS 578T	T-47D	SK-MEL-28	BT-549	LOX IMVI
COc1ccc(/C=c2/c(=O)n(-c3ccccc3)c3nn4c(-c5ccc(Cl)cc5)nnc4n23)cc1	99	110	108	98	.	109	98	94
CCC(CCCN(CC)CCc1ccccc1)OC(=O)c1cc(OC)c(OC)c(OC)c1 (centres undefined)	91	96	100	81	78	98	100	81
CCCCCCCCCC(=O)CCCCCCCCC	96	.	105	105	102	107	102	97
Cn1cc(CC2CC(=O)N(c3ccccc3)C2=O)sc1=Nc1ccccc1 (centres undefined)	96	107	102	90	99	111	84	99
CC(=O)c1ccc(NC(=O)c2ccc(-n3c(=O)[nH]c4ccccc4c3=O)cc2)cc1	105	106	98	77	87	106	87	100
NC(=O)c1ccsc1NC(=O)CSc1ccc(Br)cc1	77	70	121	84	61	101	84	114
COc1ccc(/C=N\NC(=O)c2ccc3nc(-c4ccc(Br)cc4)[nH]c3c2)cc1	24	97	35	15	56	14	66	-26*
CCCCc1cn(CC(=O)Nc2nc3ccccc3s2)nn1	99	107	106	105	111	105	107	96
CCc1ccc(-c2ccc(-n3nc(C)c4c(N)nc(Cc5ccccc5)nc43)cc2)cc1	96	36	83	58	50	92	72	51
Nc1ccc(Sc2ccccc2)cc1	97	.	95	86	99	104	.	94
O=C1Nc2ccccc2/C1=N/N=C/c1ccc(OC2OC(CO)C(O)C(O)C2O)cc1 (centres undefined)	103	107	106	99	105	108	109	101
CC(=O)OC[C@H]1OC(Sc2sc(C(=O)c3ccc(Br)cc3)c(N)c2-c2nc3ccccc3s2)[C@H](OC(C)=O)[C@@H](OC(C)=O)[C@@H]1OC(C)=O (some centres undefined)	22	107	81	43	74	71	81	37
CCNC(=O)c1ccc2c(c1)NC(c1cc3ccccc3[nH]c1=O)c1c(n[nH]c1C(C)(C)C)N2 (centres undefined)	93	115	94	78	102	110	86	.
O=C(NN=C1CCCCC1)C(=O)Nc1cccc(C(F)(F)F)c1	98	.	98	114	101	94	104	106
NC(=O)Cc1cccc2ccccc12	94	94	102	99	94	95	108	86
COc1ccc2[nH]c(=O)c(CSc3ccc(Nc4nccc(-c5ccc6c(c5)OCO6)n4)cc3)cc2c1	95	105	100	105	85	114	111	94
CCOC1(OCC)OC(c2ccccc2)=C(C#N)C(/C=C\c2ccccc2)C1(OCC)OCC (centres undefined)	95	95	97	95	67	100	95	79
C=C[C@@H]1CCC/C=C/[C@@H]2C[C@H](O)C[C@H]2[C@H](O)/C=C/C(=O)O1	-90*	-1.5*	13	31	-41*	6.2*	41	-64*
COc1ccc(-n2c(SCc3n[nH]c(=S)n3C(=O)c3ccccc3)nc3cc(OC)c(OC)cc3c2=O)cc1	74	.	83	86	100	78	117	58
COc1ccc(/C=C2\CN(C)CC3C2=NN(c2ccc(S(N)(=O)=O)cc2)C3c2ccc(OC)c(OC)c2)cc1OC (centres undefined)	100	110	.	114	89	117	89	80
CC(C)COC(=O)c1ccc(NC(=O)CN2CCOCC2)cc1	102	102	98	102	90	109	100	95
CC1(C)CC(=O)c2c(nn(-c3ccc(Br)cc3)c2-c2cn(-c3ccccc3)nc2-c2ccccc2)C1	112	105	104	106	78	104	108	95
NC1=NC2(CCCCC2)N(c2ccc(S(=O)(=O)Nc3ccccn3)cc2)C(N)=N1	99	114	106	112	94	108	116	100
O=C(Nc1ccc(C2=NCCN2)cc1)c1cc(C(=O)Nc2ccc(C3=NCCN3)cc2)cc([N+](=O)[O-])c1	95	107	108	103	103	109	85	90
COC(=O)C(C)C(=O)c1cn(C2CC2)c2cc(N3CCNCC3)c(F)cc2c1=O (centres undefined)	100	116	100	105	101	98	111	94
O=C(/C=C/c1ccccc1)OCCc1ccccc1	94	88	100	104	105	105	106	104
O=C(Cn1c(=O)[nH]c2ccccc2c1=O)NCC(=O)NNC(=S)Nc1ccccc1	104	114	105	104	109	106	104	98
COc1cccc(-c2nc3occn3c2-c2ccnc(NCCCNS(=O)(=O)c3cccc4ccccc34)n2)c1	65	90	74	86	29	103	87	84
CCC(C)C(N)C(=O)NNc1n[nH]c(=S)n1N (centres undefined)	100	102	103	92	104	107	104	101
COCC(=O)N[C@@H](Cc1ccc(-c2cc(Cl)cc(Cl)c2)cc1)[C@H](O)[C@@H](O)C(=O)O	99	97	108	101	90	109	114	93

Profiles, quoted from the list. Order of values: SK-MEL-5	SK-MEL-2	MDA-MB-435	HS 578T	T-47D	SK-MEL-28	BT-549	LOX IMVI
CC(C)COC(=O)c1ccc(NC(=O)CN2CCOCC2)cc1 as listed: 102	102	98	102	90	109	100	95
CCc1ccc(-c2ccc(-n3nc(C)c4c(N)nc(Cc5ccccc5)nc43)cc2)cc1 as listed: 96	36	83	58	50	92	72	51

Ordered by number of heavy atoms (high to low): 4 of the compounds above.
SMILES	SK-MEL-5	SK-MEL-2	MDA-MB-435	HS 578T	T-47D	SK-MEL-28	BT-549	LOX IMVI
O=C(Nc1ccc(C2=NCCN2)cc1)c1cc(C(=O)Nc2ccc(C3=NCCN3)cc2)cc([N+](=O)[O-])c1	95	107	108	103	103	109	85	90
COC(=O)C(C)C(=O)c1cn(C2CC2)c2cc(N3CCNCC3)c(F)cc2c1=O (centres undefined)	100	116	100	105	101	98	111	94
O=C(/C=C/c1ccccc1)OCCc1ccccc1	94	88	100	104	105	105	106	104
CCC(C)C(N)C(=O)NNc1n[nH]c(=S)n1N (centres undefined)	100	102	103	92	104	107	104	101

(continued)
SMILES	SK-MEL-5	SK-MEL-2	MDA-MB-435	HS 578T	T-47D	SK-MEL-28	BT-549	LOX IMVI
COc1ccc(-c2nc(-c3nc4ccc(OC)cc4[nH]3)cc3c2[nH]c2ccccc23)cc1	50	11	39	19	25	48	40	27
Cc1ccc(N=C(N)NC#N)cc1C	103	.	102	117	92	108	104	92
N#CC(C#N)N=Nc1cccnc1	95	108	98	94	94	106	102	99
C=C(C)[C@@H]1CC[C@]2(C(=O)N3CCN(CC)CC3)CC[C@]3(C)[C@H](CC[C@@H]4[C@@]5(C)C/C(=C/c6cccc(I)c6)C(=O)C(C)(C)[C@@H]5CC[C@]43C)[C@@H]12	100	103	102	110	97	112	103	95
O=c1[nH]c2ccc(Cl)cc2cc1CSc1ccc(Nc2nccc(-c3ccc4ccccc4c3)n2)cc1	98	97	85	66	100	91	83	60
CCCCCC(=O)NCCC(=O)c1ccccc1	96	106	116	97	101	106	110	99
Cc1ccccc1Nc1cc(N)nc(N)n1	103	92	107	102	94	99	107	98
O=c1[nH]c2ccccc2cc1CSc1ccccc1Nc1nccc(-c2ccc3c(c2)OCO3)n1	87	97	99	35	84	83	68	77
CCOc1cc(S(=O)(=O)O)ccc1N	103	97	106	109	90	111	95	99
CSc1ccc(C(=NNS(=O)(=O)c2ccc(C)cc2)c2ccccc2)cc1	100	107	102	109	96	109	114	92
CCOC(=O)c1c(NC(=O)CSc2n[nH]c3nc4ccccc4n23)sc(CC)c1C	98	81	103	102	97	113	137	99
COc1cc(NC(=O)C(C)C)ccc1C(=O)NC(=S)Nc1ccc(S(N)(=O)=O)cc1	114	97	106	86	99	114	.	102
O=C(Nc1ccc(NC(=O)c2cc(S(=O)(=O)Nc3ccccc3)c(O)c(O)c2O)cc1)c1cc(S(=O)(=O)Nc2ccccc2)c(O)c(O)c1O	100	92	107	93	105	110	100	80
N=C(N)N=Nc1ccc(NN=C(N)N)cc1	94	105	109	.	97	103	89	96
O=c1[nH]c(N2CCCCC2)nc2nccc(-c3ccncc3)c12	100	118	94	88	116	111	110	99
CNc1ncc2cc(-c3cc(NC(=O)NCCC(C)(C)C)c(F)cc3C)c(C)nc2n1	24	.	9.8*	.	-2.0*	-6.5*	31	-34*
Cn1cc(-c2cc(N)n3nc(-c4c[nH]c5ccc(Br)cc45)cc3n2)c2cc(Br)cnc21	-99*	-84*	-46*	-29*	-75*	-87*	-75*	-95*
COc1ccc(-c2c3c(nn2-c2ccccc2)CCc2cnoc2-3)cc1	36	105	71	.	63	81	63	54
C=CCOC(=O)OCCO	105	112	117	114	106	105	99	97
CCOC(=O)c1ccc(N(C=O)CCC(=O)O)cc1	.	99	123	114	112	109	93	111

2 compounds drawn at random from the list so far:
SMILES	SK-MEL-5	SK-MEL-2	MDA-MB-435	HS 578T	T-47D	SK-MEL-28	BT-549	LOX IMVI
Cn1cc(-c2cc(N)n3nc(-c4c[nH]c5ccc(Br)cc45)cc3n2)c2cc(Br)cnc21	-99*	-84*	-46*	-29*	-75*	-87*	-75*	-95*
COc1ccc(/C=c2/c(=O)n(-c3ccccc3)c3nn4c(-c5ccc(Cl)cc5)nnc4n23)cc1	99	110	108	98	.	109	98	94

(further entries)
SMILES	SK-MEL-5	SK-MEL-2	MDA-MB-435	HS 578T	T-47D	SK-MEL-28	BT-549	LOX IMVI
Cc1nc(C)c(C(N)=O)s1	105	96	101	96	106	99	.	100
O=C(c1ccccc1)c1ccc(N2CCOCC2)cc1	.	108	106	106	114	106	100	103
O=C1Cc2ccccc2C1=O	105	109	116	97	103	109	86	98
CSC(=S)N/N=C(\C)c1ccccn1	-48*	22	36	38	22	42	29	13
CCCCCN1C=C/C(=C\C(=O)N(C)c2ccccc2Br)c2ccccc21	94	109	99	97	77	105	116	94
c1coc(-c2c3ccc(=[N+]4CCCCC4)cc-3oc3cc(N4CCCCC4)ccc23)c1	-91*	-80*	-68*	-36*	-50*	-89*	-83*	-87*
CCOC(=O)NNc1[nH]c(-c2ccc(OC)cc2)cc1C#N	89	105	85	96	44	182	101	92
CC(C)(C)CC(C)(C)c1ccc(OCCOCC[N+](C)(C)Cc2ccccc2)cc1	.	-69*	-81*	26	-7.8*	-67*	.	-29*
COc1ccc2c(c1)CC/C(=C\c1ccncc1)C2=O	.	85	92	115	61	.	89	86
O=C(CI)OCC(COC(=O)CI)OC(=O)CI	93	83	91	97	35	92	75	.
O=c1[nH][nH]c2c(N=Cc3ccccc3O)ccc(F)c12	103	108	118	103	103	104	94	86
CN(C)c1ncc(C#Cc2c(F)cccc2F)c2ccccc12	84	81	105	108	36	102	96	85
CC(C)c1cccc(C(C)C)c1NC(=O)OCCN(C)C	102	107	104	98	93	111	101	.
COc1ccc2c(c1)c(-c1nnc(N)nc1-c1cn(C)c3ccc(Br)cc13)cn2C	97	96	94	81	74	100	93	88
c1ccc(CC[n+]2cccc3ccccc32)cc1	96	121	112	91	101	99	.	93
CCOC(=O)c1cnc(N)nc1-c1ccccc1	114	105	106	111	106	126	94	92
c1ccc(Nc2nc3c(s2)CCCc2cc[nH]c2-3)nc1	77	97	100	86	67	111	98	64
CCOc1ccc(-n2nc(C(=O)Nc3ccc(F)c(F)c3F)nc2-c2cc(OC)c(OC)c(OC)c2)cc1	87	84	90	81	66	87	79	94
Cc1ccc([C@@H]2C[C@H](O)Cc3ccccc3N2)s1	105	141	103	.	99	116	110	101
CSc1nc(N)nc(N)c1N	97	111	102	83	101	102	109	106
O=C(NC1CCCCC1)N(Cc1nnc2n1CCCCC2)c1ccc(F)cc1	106	102	107	102	97	121	116	217
C[C@H]1[C@H](C)CC[C@]2(C(=O)OCCCC[P+](c3ccccc3)(c3ccccc3)c3ccccc3)CC[C@]3(C)C(=CC[C@@H]4[C@@]5(C)CC[C@H](OC(=O)C(Cl)Cl)C(C)(C)[C@@H]5CC[C@]43C)[C@H]12	-100*	-64*	-91*	-20*	-24*	-77*	-87*	-100*
ClC(Cl)=C(c1ccccc1)c1ccccc1	112	.	93	111	103	126	119	100
Cc1nc2ccc(-c3cc(C(F)(F)F)cc(C(F)(F)F)c3)cc2c(=O)n1-c1ccccc1	77	106	103	90	78	100	70	83

Screens from PubChem BioAssay.
